M18AAP inhibitor – PfM18AAP inhibitors, malaria aminopeptidase, primary screen, biochemical, QFRET, recombinant enzyme; M18 aspartyl aminopeptidase (Plasmodium falciparum 3D7); 1.2% of 290,000 active; AID 1822, 2009; inhibition, % at 7.35 µM; H-Glu-NHMec fluorogenic cleavage;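 active = inhibition above the campaign mean inhibition over all tested compounds plus 3 SD, cut at about 28% in these data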;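 also: 0% = plate median of test compound wells and 100% = 2 mM ZnCl2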
pCIP destab – p/CIP-EGFP fusion destabilizers, primary screen, fluorescence, F442A cells; 16 h; AID 1984, 2009; 0.01% of 290,000 active; decrease of EGFP signal, % at 10 µM; Q05BA5;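 active = EGFP signal decrease of at least 30% at 10 µM or well 3 SD below plate mean, unless failing retest; inactive = the rest, including hits failing retest or dose response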; also: some compounds called inactive have numbers as strong as hits; many of its hits are not listed in these tables
IMP-1 inhibitor – IMP-1 metallo-beta-lactamase inhibitors, primary screen, biochemical, epi-absorbance readout, Pseudomonas aeruginosa enzyme | 0.45% of 290,000 active | purified IMP-1, nitrocefin hydrolysis, epi-absorbance fluorescence | inhibition, % at 5.6 µM | metallo-beta-lactamase IMP-1 (Pseudomonas aeruginosa);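 active = inhibition above the mean plus 3 SD of all compounds in the same screening run, cut at about 4.5% in these data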;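 also: 0% = IMP-1 with DMSO and 100% = DMSO wells lacking enzyme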
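System: purified IMP-1 / Input: IMP-1 dispensed at 0.2 nM / Medium: 50 mM HEPES pH 7.1, 50 µM ZnSO4, 0.05% Brij 35 / Timing: 15 min enzyme–compound preincubation, then 25 min nitrocefin reaction, 25 °C / Technique: plate fluorescence quenching by hydrolysis product, ex 480/em 530 nm / Repeats: singlicate testing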
VIM-2 inh – VIM-2 metallo-beta-lactamase inhibitors, primary screen, biochemical, epi-absorbance readout, Pseudomonas aeruginosa enzyme; AID 1527, 2009; inhibition, % at 5.6 µM; purified VIM-2, nitrocefin hydrolysis, epi-absorbance fluorescence; 0.89% of 290,000 active;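 active = inhibition above the mean of all tested compounds plus 3 SD, cutoff set per screening run, cut at about 7.5% in these data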;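 also: red hydrolysis product quenches plate fluorescence so inhibitors raise well fluorescence; 0% = enzyme with DMSO and 100% = DMSO without enzyme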
GPR7 antag – GPR7 receptor antagonists, primary screen, cell-based, fluorescence, single concentration; GPR7-expressing cells, fluorescence antagonist assay; inhibition, % at 4.4 µM; 1.1% of 290,000 active; AID 1861, 2009; in the data active = inhibition above about 16%, passing the limit was not always enough;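 also: cells stimulated with the agonist NPW; 0% = agonist with vehicle and 100% = vehicle without agonist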
IDE inh – human IDE inhibitors in live cells, primary screen, fluorescence polarization, HEK cells, FAbetaB substrate | Insulin-degrading enzyme (Homo sapiens), P14735 | FAbetaB cleavage | inhibition, % at 5.59 µM | 0.41% of 320,000 active;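 active = percent inhibition above the average of all tested compounds plus 3 SD, set per screening campaign, cut at about 16% in these data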;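 also: IDE supplied by intact live HEK cells; FP after avidin binding of uncleaved biotin substrate so inhibition keeps polarization high; 0% = DMSO wells and 100% = 60 µM reference IDE inhibitor Ii1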
Target sequence (P14735 whole entry, looked up): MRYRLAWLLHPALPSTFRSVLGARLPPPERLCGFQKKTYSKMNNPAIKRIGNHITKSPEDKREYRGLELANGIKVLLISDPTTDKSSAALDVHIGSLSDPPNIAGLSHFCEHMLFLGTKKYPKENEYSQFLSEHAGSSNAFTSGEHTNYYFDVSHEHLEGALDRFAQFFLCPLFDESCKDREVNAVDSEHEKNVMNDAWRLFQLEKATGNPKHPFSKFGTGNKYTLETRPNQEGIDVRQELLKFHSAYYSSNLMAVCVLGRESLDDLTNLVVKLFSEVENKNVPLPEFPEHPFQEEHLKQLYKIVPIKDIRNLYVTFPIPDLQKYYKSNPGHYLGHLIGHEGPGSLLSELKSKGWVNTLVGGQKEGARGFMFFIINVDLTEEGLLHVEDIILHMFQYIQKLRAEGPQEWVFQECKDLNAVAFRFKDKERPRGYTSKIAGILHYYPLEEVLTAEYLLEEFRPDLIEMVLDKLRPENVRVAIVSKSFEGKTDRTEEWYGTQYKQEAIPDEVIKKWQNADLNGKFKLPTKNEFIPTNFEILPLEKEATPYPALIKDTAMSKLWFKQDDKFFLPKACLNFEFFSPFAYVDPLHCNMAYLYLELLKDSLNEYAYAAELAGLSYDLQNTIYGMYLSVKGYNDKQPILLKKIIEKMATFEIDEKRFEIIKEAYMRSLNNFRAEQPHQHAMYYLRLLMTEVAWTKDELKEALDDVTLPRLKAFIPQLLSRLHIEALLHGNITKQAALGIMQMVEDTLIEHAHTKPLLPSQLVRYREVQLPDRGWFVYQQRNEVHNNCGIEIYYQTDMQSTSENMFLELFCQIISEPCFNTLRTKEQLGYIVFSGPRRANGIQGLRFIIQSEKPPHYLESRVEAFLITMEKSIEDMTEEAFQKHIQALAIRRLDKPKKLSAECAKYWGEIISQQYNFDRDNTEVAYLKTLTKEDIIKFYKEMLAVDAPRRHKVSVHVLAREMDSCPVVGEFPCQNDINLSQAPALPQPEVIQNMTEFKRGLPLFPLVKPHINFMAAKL
IDE cell activ – human IDE activators in live cells, primary screen, fluorescence polarization, HEK cells, FAbeta-B substrate | Insulin-degrading enzyme (Homo sapiens), P14735 | FAbeta-B cleavage; 0% vehicle, 100% cell-free pure enzyme wells | activation, % at 5.96 µM | 0.073% of 340,000 active;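 active = activation above the mean of all tested compounds plus 3 SD, set per screening campaign, cut at about 17% in these data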
NALP1 inh – NALP1 inflammasome inhibitors in reconstituted yeast, colorimetric, S. cerevisiae, triplicate retest; S. cerevisiae NALP1/ASC/caspase-1 growth, X-gal OD620, 72 h; inhibition, % at 10 µM; 0.61% of 280,000 active; in the data active = inhibition mostly above about 24%, no sharp cut-off; inactive = mostly below about 32%; also: some compounds called inactive have numbers as strong as hits
PHOSPHO1 block – PubChem AID 1565; 1.1% of 290,000 active; inhibition, % at 13.3 µM; Phosphoethanolamine/phosphocholine phosphatase (Homo sapiens), Q8TCT1; recombinant PHOSPHO1, absorbance phosphatase assay; in the data active = inhibition above about 60%
Active calls of the source: *; nt = no result given.

SMILES	M18AAP inhibitor	pCIP destab	IMP-1 inhibitor	VIM-2 inh	GPR7 antag	IDE inh	IDE cell activ	NALP1 inh	PHOSPHO1 block
C/C(=N\Nc1cccc([N+](=O)[O-])c1)c1ccccc1O	10	10	-2.0	-1.2	0	8	3	10	-4
COc1ccccc1C(=O)N/N=C/c1cnc2ccccc2n1	-1	-1	-3.5	1.9	0	0	-2	33	12
CCN(CC)S(=O)(=O)c1cccc(C(=O)N/N=C/c2ccc(O)c(O)c2O)c1	42*	-7	-0.9	1.8	4	6	-21	20	2
CC1(C)CC2(CCO1)N1CC3(C)CN2CC(C)(C1)C3=O (centres undefined)	1	nt	0.7	-5.5	-13	6	5	nt	nt
O=C(Nc1ccc2c(c1)OCCO2)c1ccc(CN2CCOCC2)cc1	-12	-18	0.7	-2.8	-5	-5	-1	12	24
COc1ccc(N2C(=O)CC(N(CCc3ccc(S(N)(=O)=O)cc3)C(=S)Nc3ccccc3)C2=O)cc1 (centres undefined)	9	-7	-1.7	-3.0	10	1	6	nt	53
O=C(CCCc1c[nH]c2ccccc12)NCCc1c[nH]c2ccccc12	6	-4	-0.5	2.3	8	-16	2	0	20
CCOC(=O)c1c(C)oc2ccc(O)c(CN3CCCCC3)c12	4	-6	-3.4	-5.8	10	4	5	nt	0
CC(C)(C)NC(=S)NNC(=O)[C@H]1C[C@@H]1c1ccccc1	9	-15	-4.7	-5.5	-16	1	5	-1	18
CSc1cc(-c2ccccc2)[nH]c(=O)c1C#N	-8	-4	0.1	0.4	-14	-1	-3	2	20
CCOc1ccccc1C(=O)Nc1c[nH]c(=O)[nH]c1=O	4	0	-1.2	4.5	-10	nt	3	23	-1
COc1cc2[nH]c(=O)n3nc(-c4ccccc4)nc3c2cc1OC	-3	-11	-3.0	-2.3	3	10	-1	-2	-3
CCOC(=O)Cn1c(CN2CCN(c3cccc(Cl)c3)CC2)nc2c1c(=O)[nH]c(=O)n2C	-13	-4	2.4	-2.0	-9	4	3	-44	0
COc1ccc(NC(=S)Nc2ccc3snnc3c2)cc1	30*	-3	-4.5	-2.2	6	-3	3	-15	49
O=C(COc1ncnc2ccccc12)NCCCN1CCCC1=O	-4	7	-1.4	-2.2	-6	-3	3	-8	-71
CCOc1c2ccc(C(=O)NCCc3cccs3)cc2nn1CC	7	-16	-1.2	-0.3	15	2	-1	14	8
CN(Cc1cccc(Cl)c1Cl)c1ccc(S(=O)(=O)N2CCCCC2)cc1[N+](=O)[O-]	-5	-4	-2.8	0.1	1	6	-6	nt	-1
CCC1(CC)Cc2ccccc2C(CC(=O)N2CCOCC2)=N1	-10	-8	-0.9	-1.1	-14	-7	4	16	24
Cc1ccc([N+](=O)[O-])cc1NC(=O)c1ccccc1	-2	10	1.1	0.8	-1	2	-6	-7	36
COCC(=O)NC1CC(C)(C)Cc2c1cnn2-c1ccc(F)cc1 (centres undefined)	-5	2	-0.6	-0.5	-5	2	1	-3	-1
Cc1ccc(C)c(OCC(=O)Nn2c(C)nc3ccccc3c2=O)c1	2	-1	-1.1	0.1	12	-3	-4	-18	14
O=C(N/N=C/c1c[nH]c2ccccc12)c1ccn(Cc2ccc(Cl)cc2Cl)n1	0	-24	-2.5	-2.2	7	11	-1	12	38
Cc1ccnc(-n2c(C)cc(/C=N/NC(=O)COc3cccc4cccnc34)c2C)c1	3	-19	-2.1	-1.5	0	0	5	nt	-11
O=C(CSc1nc2ccccc2c(=O)n1-c1ccccc1)NCc1ccco1	1	-5	-1.3	-3.6	4	9	0	-7	5
CCN1CCN(C(c2ccc(F)cc2)c2nnnn2Cc2cccs2)CC1 (centres undefined)	0	3	-3.0	-1.5	2	7	3	17	-10
O=C(NNC(=O)C12CC3CC(CC(C3)C1)C2)c1cccc([N+](=O)[O-])c1	4	1	-3.4	-3.3	3	5	-2	-8	32
Cc1occc(=O)c1OC(=O)Nc1ccccc1	-5	-10	-4.6	-3.6	-15	2	5	14	6
O=C(c1ccc(Cl)s1)N1CCN(c2ccccc2)CC1	-5	13	-0.5	-2.5	4	3	2	14	-5
COc1ccc(C2=NOC(C(=O)N(C)Cc3ccccc3)C2)cc1 (centres undefined)	-6	-4	-1.5	-3.5	-4	5	-7	-12	-8
CCOc1ccc(NC(=S)N=Nc2c(O)[nH]c3ccccc23)cc1	3	4	-2.2	-3.8	-1	-2	0	3	0

An excerpt of these results, with values under each structure:
Screens in order – M18AAP inhibitor | pCIP destab | IMP-1 inhibitor | VIM-2 inh | GPR7 antag | IDE inh | IDE cell activ | NALP1 inh | PHOSPHO1 block
O=C(N/N=C/c1c[nH]c2ccccc12)c1ccn(Cc2ccc(Cl)cc2Cl)n1
    0 | -24 | -2.5 | -2.2 | 7 | 11 | -1 | 12 | 38
Cc1ccnc(-n2c(C)cc(/C=N/NC(=O)COc3cccc4cccnc34)c2C)c1
    3 | -19 | -2.1 | -1.5 | 0 | 0 | 5 | nt | -11

Additional structures:
SMILES	M18AAP inhibitor	pCIP destab	IMP-1 inhibitor	VIM-2 inh	GPR7 antag	IDE inh	IDE cell activ	NALP1 inh	PHOSPHO1 block
COc1cccc(COc2ccc3c(C)cc(=O)oc3c2)c1	0	-2	-2.0	-1.8	12	1	3	20	15
CCOc1cc(/C=C2\C(=N)N3N=C(C)SC3=NC2=O)ccc1OCCOc1ccccc1	2	-12	-4.3	-0.1	-14	3	4	2	14
O=C(C1CCN(S(=O)(=O)c2ccccc2F)CC1)N1CCc2ccccc2C1	2	-5	-2.4	-3.2	3	-1	0	18	28
CCC(C)C1C(C#N)=C(N)Oc2n[nH]c(C)c21 (centres undefined)	-7	-8	-2.1	-1.9	-11	2	2	9	0
COc1ccc(-c2cc(-c3cccs3)c(C#N)c(SCC(=O)NCc3ccco3)n2)cc1	15	0	-3.0	-2.0	2	1	4	11	-14
CC(C)c1ccc(-c2nnc(SCC(=O)NC3CC3)n2C)cc1	4	12	-5.2	-3.5	-2	2	-3	8	43
O=C(c1ccc(-c2ccccc2)cc1)C1CCCN(C(=O)c2cncs2)C1 (centres undefined)	-2	-19	-0.6	-1.7	1	2	-4	12	20
Cc1noc(C)c1CSc1ncnc2sc(C)c(C)c12	3	-2	-3.9	0.9	-8	7	-3	6	11
O=C(Nc1cccnc1)c1ccccc1-c1ccccc1	0	-2	-2.1	-2.8	3	-1	-1	-8	-6
Cc1ncc(CSc2nccc(=O)[nH]2)c(CO)c1O	2	1	-0.5	-3.8	-10	5	0	-8	36
C/C(CC(=O)N1CCN(C=O)CC1)=N\NC(=O)c1cccc([N+](=O)[O-])c1	-7	-6	-1.2	-2.2	-6	-4	4	2	28
CCC12CN(C(=O)c3ccc([N+](=O)[O-])cc3)CC(CC)(CN(C(=O)c3ccc([N+](=O)[O-])cc3)C1)C2=O	1	-3	-1.5	-2.8	4	-4	nt	nt	9
O=C(Nc1ccccc1)Nc1nncs1	-3	5	-2.5	-0.9	-4	-2	3	28	-23
C1CN(CC2CCN(c3nc4nonc4nc3N3CCSCC3)CC2)CCO1	4	-12	-3.0	-0.9	-9	-3	5	21	36
O=S(=O)(Nc1ccccc1)c1ccc(-c2csnn2)cc1	3	-15	-1.8	-3.3	-2	-4	2	6	8
N#Cc1c(SCc2ccc(Cl)cc2)sc(C(=O)c2ccccc2)c1N	9	1	2.9	0.0	-7	1	1	1	89*
CCN1C(=O)c2cccc3c(S(=O)(=O)NCC4CCCO4)ccc1c23 (centres undefined)	-5	5	-0.5	0.6	15	7	1	21	4
CC(=O)N1CCN(c2ccc(NC(=O)c3cccc(OCc4ccccc4)c3)cc2)CC1	2	-12	-2.4	-2.2	-5	9	-2	-2	34
O=C(c1ccccc1F)N1CCN(c2ccccc2F)CC1	1	4	-2.2	-2.0	3	-7	3	23	4
CCOC(=O)c1ccccc1NC(=O)c1ccc(NS(C)(=O)=O)cc1	3	-4	-2.6	1.6	-15	-3	-1	11	0
CCOC(=O)c1c(C)c(C(=O)N(C)C2CCCCC2)c(C)n1C	-1	-18	-3.6	-2.7	9	-1	0	10	-17
Cc1ccc(C)c(Nc2nn3c(=O)c4ccc(C(=O)NCc5cccnc5)cc4nc3s2)c1	8	-6	-2.4	-3.6	-2	-2	-5	8	43
CCn1c(=N)n(CCOc2ccc(OC)cc2)c2ccccc21	-2	-11	-1.7	-2.3	-6	-2	1	9	2
c1ccc(OCc2ccc(CCCN3CCOCC3)cc2)cc1	-8	9	0.6	1.0	-8	-3	4	-49	43
Cc1cc(NC(=O)CSc2nnc(-c3ccoc3C)o2)no1	25	-8	-6.1	-5.4	1	2	2	16	12
CSc1cccc(NC(=O)CNC(=O)C2CCCCC2)c1	2	-10	-2.5	-3.0	-7	-1	2	-2	3
COc1ccc(NS(=O)(=O)c2cccc(NC(=O)NCCCl)c2)cc1	-5	5	-1.7	-0.6	-6	0	3	6	16
CC1NC(=S)N(C2CCCCC2)C1=O (centres undefined)	-4	13	-1.0	-1.8	-5	0	-3	-12	40
COC(=O)c1cccc(NC(=S)Nc2ccc(Cl)c(Cl)c2)c1	3	10	-1.5	-1.4	-10	3	8	8	-1
COc1ccc(/C=C/C(=O)c2ccc(NC3=NCCCS3)cc2)cc1OC	3	-65	-1.8	3.6	-12	3	2	18	6
CCOC(=O)COc1cc(Br)c(/C=N/Nc2ccccc2)cc1OC	-4	-3	-4.3	-4.9	11	-1	6	20	27
CC(C)Cc1ccc(CN2CCCC(NC(=O)c3cccc(-n4cnnc4)c3)C2)cc1 (centres undefined)	-1	-7	-1.3	-1.0	-10	7	-5	10	13
CCCNc1nc2nc3ccccn3c(=O)c2cc1C(=O)NCCN1CCOCC1	10	-2	-2.5	2.8	-8	0	-1	-3	49
Cc1c(CC(=O)O)c(=O)oc2c(C)c(OCc3ccc(F)cc3F)ccc12	-11	-11	-0.6	-1.2	-7	-1	1	7	29
O=C(CN1CCN(CC(=O)c2ccc(F)cc2)CC1)Nc1ccccc1Cl	8	1	-2.0	-4.0	-16	0	4	2	-81
COc1nc(N(C)C)nc(N(C#N)S(=O)(=O)c2ccc(C)cc2)n1	-6	-85	0.1	1.2	-18	0	1	4	nt
COc1ccc(-c2cc(C(=O)n3cnc4ccccc43)c3ccccc3n2)cc1	-2	-1	-3.4	-1.3	-6	2	2	-11	26
COc1ccc(-c2cc(-c3nnc(COC(=O)CC4CC5CCC4C5)o3)c3ccccc3n2)cc1OC (centres undefined)	-9	0	-1.9	-1.7	-4	-1	3	8	-3
Cc1cnc(C(=O)OCC(=O)Nc2cccc(S(=O)(=O)N3CCCCC3)c2)cn1	-13	3	-2.1	-1.7	-10	-3	0	18	-8
Cn1nnnc1SCCNCc1ccccc1F	8	-1	1.0	0.7	4	0	-5	-2	28
CCOC(=O)N1CCC(Nc2ccc(N3C(=O)C4CCCCC4C3=O)cc2[N+](=O)[O-])CC1 (centres undefined)	-10	-2	-0.6	-1.2	-6	-1	11	4	-35
